PMI inhibitors = MPI enzyme activity inhibition – biochemical, fluorescence intensity, coupled assay, primary screen (AID 1209); inhibition, % at 20 µM, or IC50 in µM where a hit was titrated; purified PMI enzyme, coupled fluorescence intensity; higher % means a stronger effect; actives 0.42% (n = 190,000);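 further: plate controls were DMSO vehicle for no effect and wells lacking substrate for full effect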
T cell HTS = modulates CD8 T cell binding to vesicles. actives 0.068% (n = 330,000). calls only at 7 µM. 2C CD8+ T cell-vesicle binding, flow cytometry; hits give low values;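 active means response, share of CD8 T cells binding vesicles, and their 90th percentile fluorescence all below set limits, cut at about 80% in these data, passing the limit was not always enough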
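Also added: QL9-peptide-loaded Drosophila micro-vesicles bearing Ld, ICAM-1 and B7-1; Test system: purified 2C TCR transgenic mouse naive CD8+ T cells; Measured by: cytometric PE anti-B7-1 and Alexa647 anti-CD8 signals after 1% paraformaldehyde fixation; Timing: binding step 1.5 h, 37 °C, antibody labelling 20 min, ice.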
MT stabilize HCS = microtubule stabilization, imaging screen. HeLa tubulin immunostaining HCS, 24 h; share of cells brighter than vehicle mean+2SD. % tubulin-high responders, % at 10 µM. actives 0.83% (n = 200,000);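 active means plate Z-score above 3 for both tubulin-high and condensed-nucleus cell shares, with cell loss under 80%, at 10 µM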;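 further: anti alpha tubulin signal scored within the nucleus-defined area of each cell; some results filed as inactive read as strong as hits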
TNAP activation fold = human TNAP enzyme activators, primary screen, biochemical, luminescent, no phosphate acceptor, uHTS (AID 1001) | purified TNAP, luminescent activation assay, no phosphate acceptor; higher activation fold means a stronger effect | activation fold at 20 µM; hits with a dose series show EC50 in µM | actives 0.03% (n = 200,000); in the data active means activation fold from about 3, or a potency from the dose series; inactive means the rest, 99 in 100 with activation fold below about 1.6; further: many of its hits are not listed in these tables
PMI inhibition = MPI inhibition at elevated mannose 6-phosphate – biochemical, fluorescence intensity, high mannose 6-phosphate, primary screen (AID 1220); actives 0.66% (n = 190,000); inhibition, % at 20 µM, or IC50 in µM where a hit was titrated; recombinant PMI enzyme, coupled fluorescence intensity; higher % means a stronger effect
Autophagy mod = modulators of autophagy; MEF GFP-LC3 puncta imaging; test concentration mostly 10 µM; calls only at 10 µM (by protocol); actives 0.98% (n = 190,000);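 active means percentage of spot-positive cells more than 3 SD above its plate mean, without a fluorescence outlier flag or 80% toxicity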;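 further: spot-positive cell cutoff set from DMSO-treated cells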
Hep lipid drop = hepatic lipid droplet formation modulation. AML12 mouse hepatocytes, oleate lipid droplets, BODIPY imaging. inhibition, % at 6.5 µM. actives 0.4% (n = 240,000). AID 1656;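 active means lipid droplet intensity inhibited by at least 50%, with more than 500 cells counted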
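material = mouse AML12 hepatocyte cell line, fixed after treatment | also added = 100 µM oleic acid challenge | doses = compound at 6.5 µM only | schedule = overnight exposure | technique = Image-based BODIPY and DAPI two-channel analysis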
bCat nuc transl = alters nuclear translocation of beta-catenin in HeLa cells | immunofluorescence imaging | actives 0.3% (n = 190,000) | AID 1665 | nuclear translocation activity, % at 5 µM;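 active means nuclear translocation activity above 50% at 5 µM, with a well cell count of 50 or more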;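 further: per-cell ratio of nuclear to cytoplasmic median beta-catenin stain intensity; plate controls were DMSO negative control for no effect and GSK-3 inhibitor IX positive control for full effect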
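Test system: human HeLa cells, native beta-catenin. Compound dosing: 5 µM primary single dose, 0.1% DMSO, 0.02–20 µM confirmation series. Incubation: compound exposure 24 h at 37°C. Detection: beta-catenin immunostaining with DAPI counterstain, 20x imaging, 6 fields/well. Read-out basis: Nuclear/cytoplasmic beta-catenin signal ratio, % activation.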
Ins promoter up = MIN6 insulin promoter up-regulation; MIN6 insulin promoter-GFP reporter, high-content imaging; hits give high values; z-score at 5 µM; actives 0.3% (n = 190,000); AID 1625;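 active means z-score above 3 at 5 µM with at least 500 cells counted in the well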
Ins promoter up cell count = second read-out of Ins promoter up, no call of its own (marks repeat the call); cell count; measured here: cytotoxicity, nuclei count;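 total cells summed across four imaged fields per well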
Hep lipid drop cells 6.5 µM = second read-out of Hep lipid drop, no call of its own (marks repeat the call); cell count; measured here: cell count, cytotoxicity flag;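 cells counted across two imaged fields per well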
bCat nuc transl cell count 5 µM = further read-out of bCat nuc transl, marked with its call; cell count; measured here: cell count, cytotoxicity flag
T cell HTS vesicle-bound % = recorded beside T cell HTS, whose call it bears; double positive events, %; measured here: CD8+ vesicle-bound cell fraction;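 binding gate set so that unloaded-vesicle control wells show 10% double positive cells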
MT stabilize HCS Hoechst-high % = second read-out of MT stabilize HCS, no call of its own (marks repeat the call); % Hoechst-high responders; measured here: nuclear condensation Hoechst responders;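 share of cells brighter than vehicle mean plus two SD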
MT stabilize HCS cytotoxicity % = further read-out of MT stabilize HCS, marked with its call; toxicity, %; measured here: cytotoxicity by cell density;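 0% = mean cell density of plate MIN control wells and 100% = no cells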
Autophagy mod cell loss 18 h = recorded beside Autophagy mod, whose call it bears; toxicity, %; measured here: cell loss, nuclei count;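 cell loss after 18 h compound exposure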
Active calls of the source: *; i = inactive; · = not tested or not shown; + = active, no number. Unless noted, no stated cut-off is given here; in the data, active means inhibition above about 50%; inactive means the rest.

SMILES	PMI inhibitors	T cell HTS	T cell HTS vesicle-bound %	MT stabilize HCS	MT stabilize HCS Hoechst-high %	MT stabilize HCS cytotoxicity %	TNAP activation fold	PMI inhibition	Autophagy mod	Autophagy mod cell loss 18 h	Hep lipid drop	Hep lipid drop cells 6.5 µM	bCat nuc transl	bCat nuc transl cell count 5 µM	Ins promoter up	Ins promoter up cell count
O=C(NNC(=O)c1cccs1)c1ccc2ccccc2c1	-2%	i	8	4.1	3.4	7.2	1.4	8%	i	-2	12	676	-2.4	1161	0.23	1106
O=C(Nc1ccccc1N1CCCCC1)c1cccc(F)c1	19%	i	25	1.3	0.6	26	1.1	10%	i	2	2	779	-0.3	948	0.95	1298
O=C(COC(=O)CC(c1ccccc1)c1ccccc1)Nc1cccc(F)c1	26%	i	41	4.3	2.7	3.0	1.2	14%	i	15	15	658	·	·	-0.4	1279
Cn1cnc(S(=O)(=O)Nc2ccc(OC(F)(F)F)cc2)c1	2%	i	40	1.5	1.1	8.6	1.2	3%	i	31	16	701	0.9	1107	-0.5	1353
OCc1cn(-c2ccccc2)nc1-c1cccnc1	14%	i	15	7.1	2.6	10.0	1.1	17%	i	42	1	718	-1.5	1071	0.56	1878
CCOC(=O)c1nnn(CC(=O)Nc2cc(F)ccc2F)c1C(=O)OCC	-3%	i	54	3.3	2.5	1.1	1	-4%	i	-1	1	757	-6.3	1184	0.3	1181
Cc1ccccc1NC(=S)NC(C)C(c1cccs1)N1CCOCC1 (stereo not given)	-10%	i	29	6.3	3.6	7.5	1.1	-8%	i	15	-12	748	-1.5	556	0.55	1152
O=C(NCCCn1ccnc1)c1noc2c1CCc1ccccc1-2	15%	i	50	2.4	1.9	1.2	0.9	46%	i	2	·	·	2.4	1401	-0.54	1293
COCCn1c(Sc2ccc(C)cc2)nc2c1c(=O)[nH]c(=O)n2C	3%	i	63	4.6	2.7	9.6	1	-2%	i	-41	1	782	4.2	993	0.12	1099
Cc1oc(-c2ccc3ccccc3c2)nc1CN(C)C(C)c1ccncn1 (stereo not given)	·	i	49	1.2	1.1	7.1	1.1	·	i	9	-13	731	0.7	1550	1.2	1642
CC(C)n1c(O)c(N=Nc2ccc(Cl)c(C(=O)O)c2)c2ccccc21	·	i	4	·	·	·	·	·	·	·	-19	692	-0.4	1303	-0.2	1018
CSc1ncc(S(=O)(=O)c2ccccc2)c(=O)[nH]1	-48%	i	32	0.1	3.1	9.1	1.1	-29%	i	-2	-2	671	-2.1	1187	0.12	1202
Cc1cc(C)nc(SCC(=O)OCN2C(=O)c3ccccc3C2=O)n1	2%	i	13	5.6	3.0	0.7	1	3%	i	-34	-3	729	-9.5	1119	·	·
CCOC(=O)c1c(NC(=O)COC(=O)c2c(C)noc2C)sc2c1CCC2	10%	i	39	2.5	1.6	8.2	1.1	16%	i	4	-16	732	-3.1	1162	·	·
CC/C=C\[C@H](O)[C@H](O)C1=C(C)C(=O)[C@]2(O1)C(=O)N[C@@](OC)(C(=O)c1ccccc1)C2O (stereo not given in full)	13%	i	23	2.0	0.8	2.9	1	38%	i	2	-10	716	0.5	1000	-0.24	1363

A few values from the list:
Value of CCOC(=O)c1nnn(CC(=O)Nc2cc(F)ccc2F)c1C(=O)OCC under MT stabilize HCS Hoechst-high %: 2.5
Value of Cc1oc(-c2ccc3ccccc3c2)nc1CN(C)C(C)c1ccncn1 (stereo not given) under Ins promoter up cell count: 1642
Value of CSc1ncc(S(=O)(=O)c2ccccc2)c(=O)[nH]1 under MT stabilize HCS Hoechst-high %: 3.1

Returning to the listing, repeating the two entries before the break.
SMILES	PMI inhibitors	T cell HTS	T cell HTS vesicle-bound %	MT stabilize HCS	MT stabilize HCS Hoechst-high %	MT stabilize HCS cytotoxicity %	TNAP activation fold	PMI inhibition	Autophagy mod	Autophagy mod cell loss 18 h	Hep lipid drop	Hep lipid drop cells 6.5 µM	bCat nuc transl	bCat nuc transl cell count 5 µM	Ins promoter up	Ins promoter up cell count
CCOC(=O)c1c(NC(=O)COC(=O)c2c(C)noc2C)sc2c1CCC2	10%	i	39	2.5	1.6	8.2	1.1	16%	i	4	-16	732	-3.1	1162	·	·
CC/C=C\[C@H](O)[C@H](O)C1=C(C)C(=O)[C@]2(O1)C(=O)N[C@@](OC)(C(=O)c1ccccc1)C2O (stereo not given in full)	13%	i	23	2.0	0.8	2.9	1	38%	i	2	-10	716	0.5	1000	-0.24	1363
N#Cc1ccccc1Cn1cc(/C=C/[N+](=O)[O-])c2ccccc21	8%	i	5	11	5.9	16	1	10%	i	-14	-44	691	-0.1	609	1.4	1147
O=C(O)CN1C(=O)C2(OCCCO2)c2ccccc21	-2%	i	13	3.0	1.3	5.2	1.1	-3%	i	-3	3	727	·	·	-0.28	1347
CCOC(=O)c1cnc(SCC(=O)c2ccccc2)nc1N	-16%	i	38	2.2	1.5	6.3	1.2	-20%	i	8	·	·	-6.2	969	-0.47	1202
CN(CC(=O)Nc1ccncc1)S(=O)(=O)c1ccc(Cl)cc1	-6%	i	32	3.4	1.1	0.6	1.1	0%	i	6	·	·	1.6	912	0.34	1252
O=C(NCc1ccc(Cl)cc1)C(=O)c1c[nH]c2ccccc12	-1%	i	61	2.1	1.6	1.4	1.1	8%	i	25	-19	681	-1.5	1022	-0.27	1532
CC(/C=C1\SC(=S)N(CC(=O)N2CCN(c3ccccc3)CC2)C1=O)=C\c1ccccc1	18%	i	40	1.8	3.2	4.0	1.1	6%	i	-4	-96	560	-2.3	1182	0.27	1435
N#Cc1ccccc1Sc1ccccc1C(=O)N1CCOCC1	8%	i	22	3.2	2.2	3.4	1.1	5%	i	8	·	·	-4.5	1096	0.25	1200
Cc1ccc(SC(C)C(=O)Nc2cccc(N(C)S(C)(=O)=O)c2)cc1 (stereo not given)	10%	·	·	1.7	0.9	3.9	1.1	8%	i	-6	2	759	-5.1	1194	0.05	826
CCOc1cccc(/C(O)=C2/C(=O)C(=O)N(Cc3ccco3)C2c2ccncc2)c1 (stereo not given)	-26%	i	41	3.4	1.6	8.7	1	-33%	i	-27	·	·	·	·	·	·
CN1C(=O)c2cccc3c(S(=O)(=O)Nc4ccccn4)ccc1c23	-2%	i	43	4.7	3.2	45	1.1	22%	i	3	-9	719	1.5	507	·	·
O=C1NC2(C=Cc3c(ccc4ccccc34)O2)Oc2ccccc21 (stereo not given)	3%	i	35	7.5	19	27	1	5%	i	5	·	·	4.9	1296	-0.56	1624
COc1cccc(/C=C/C(=O)OCC(=O)Nc2cccc(S(=O)(=O)N3CCOCC3)c2)c1OC	9%	i	26	3.6	3.8	14	1.2	5%	i	3	15	679	-0.7	1094	0.39	1349
Cc1cc(C)c(S(=O)(=O)N2CCN(c3ccc([N+](=O)[O-])c(NCc4ccco4)c3)CC2)c(C)c1	0%	i	20	2.3	1.6	1.2	1	18%	i	-27	·	·	2.5	1504	-1.3	775
CCNC(=S)N/N=C(\C)c1ccc(N2CCOCC2)cc1	-6%	i	28	3.1	1.4	0.3	0.9	-10%	+	-1.0*	2	592	-1.9	1134	0.43	1404
COc1c(Cl)cc(Cl)cc1CNCCO	7%	i	61	1.1	1.3	1.5	1.1	14%	i	5	-5	689	-0.1	1477	-0.66	1516
O=C(COc1ccc(S(=O)(=O)NCc2ccccc2)cc1Cl)NCC1CCCO1 (stereo not given)	-8%	i	29	2.3	1.8	7.9	1.1	-10%	i	5	8	839	·	·	·	·
CCOc1cc(C(=O)OCC(=O)c2c[nH]c3ccccc23)ccc1OCC(=O)N1CCOCC1	12%	i	42	3.3	1.9	7.3	1.1	-2%	i	-1	·	·	-1.6	1412	-0.5	1292
CCOC(=O)C1(Cc2cccc(OC)c2)CCN(Cc2cccc(O)c2)CC1	-3%	i	33	3.7	0.8	9.1	1	4%	i	19	-5	664	-1.5	1007	-0.36	1401
O=C(c1cccnc1)N1CCc2ccccc2C1	-6%	i	42	5.5	4.1	5.4	1	30%	i	6	·	·	-0.2	1378	-0.48	1637
Cc1ccc(C(=O)/C=C\Nc2ccc(C)c(C)c2)cc1	-4%	i	48	2.7	2.3	6.4	1	2%	i	-2	16	719	·	·	0.09	1217
CCOC(=O)c1ccc(OS(=O)(=O)c2ccccc2)c(OC)c1	-9%	i	12	1.8	2.5	1.4	1.1	-9%	i	-9	-7	631	0.5	961	-0.16	1330
Cc1nnc(SCC(=O)Nc2ccc3c(c2)OCO3)[nH]c1=O	6%	i	60	2.0	1.6	7.6	1	18%	i	-19	22	713	-0.7	1092	·	·
Cc1csc(SCC(=O)c2c(N)n(CC(C)C)c(=O)n(C)c2=O)n1	7%	i	27	0.7	0.9	8.8	1	4%	i	-2	3	731	-1.2	1150	-1.1	585
O=Cc1ccc(-n2cccn2)cc1	6%	i	21	2.1	1.9	6.9	1.1	8%	i	-10	-2	675	2.5	1070	-0.77	1268
CN(C)c1ccc(-c2nc3cnccn3c2Nc2ccc3c(c2)OCCO3)cc1	·	i	21	·	·	·	·	·	·	·	5	685	-1.2	1339	-1.1	1032
COc1ccc(OCC(O)CN2C(=O)c3ccccc3S2(=O)=O)cc1 (stereo not given)	4%	i	54	3.4	2.5	5.9	1.1	3%	i	-8	·	·	0.8	1143	0.05	1059
CC(=O)NC(CC(=O)NC(C)c1ccc(Cl)cc1Cl)c1ccccc1 (stereo not given)	-3%	i	37	6.5	0.9	6.6	1.1	0%	i	1	12	692	0.1	1060	0.12	1387
CSc1ccc(CN2CCN(C(C)C)C(CCO)C2)cc1 (stereo not given)	-5%	i	52	3.4	0.7	3.8	1.1	-9%	i	21	-5	608	1.1	1146	0.36	1407
COc1ccc(C(=O)NCC(=O)N2CCC(C)CC2)cc1OC	-5%	i	38	2.5	2.6	0.7	1.1	-12%	i	6	15	786	·	·	1.1	784
COc1ccc2nc(NC(=O)CSc3nc(SC)ns3)sc2c1	4%	i	53	4.1	2.3	2.9	0.9	-2%	i	-10	-10	614	0.7	1027	-0.15	1423

Assay outcomes (PubChem)

Compounds were not picked by outcome; about 2.9% have a hit in one of these screens.
